# Epigenetic derep: epigenetic control regulation, reporter derepression; murine LDR cells, GFP reporter derepression, 30 h; Potency, µM (highest dose often 53.9 µM), for the others: top-dose GFP activation, usual class: activators; 280,000 tested, 0.2% active; AID 1865; further: potency means the concentration at half of the fitted maximal effect; % of control where 0% means no effect; nearly all actives have a fitted effect of over 60% in size
#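 Derepression of a silenced CMV-GFP reporter in murine LDR cells is scored by enumerating GFP-positive cells with a laser-scanning microplate cytometer after 30 hours of treatment at 37 C.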
# KinaseGlo FLuc: Kinase-Glo luciferase inhibition (counter-screen); Q27757; Kinase-Glo luciferase, ATP luminescence, 8 min; Potency, µM (doses to about 38.3 µM), inactives show at the highest dose activity change, negative = inhibition, usual class: inhibitors; 200,000 tested, 0.28% active; further: potency means the concentration at half of the fitted maximal effect; on the % scale 0 is the no-effect control and ±100 the full control effect; nearly all actives have a fitted effect of over 60% in size
#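 Kinase-Glo luciferase light output from ATP and luciferin was measured with 10 uM ATP, within the enzyme's linear range. Buffer: 50 mM imidazole pH 7.2, 50 mM KCl, 7 mM MgCl2, 0.01% Tween 20, 0.05% BSA; luminescence read after 8 min at ambient temperature.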
# L3MBTL1 inh: blocks human L3MBTL1; Q9Y468; AlphaScreen L3MBTL1–H3K9me1 peptide binding; Potency, µM (titrated, usually from 57.1 µM), inactives show top-dose activity, negative = inhibition, actives largely listed as inhibitors; 230,000 tested, 0.66% active; AID 485360; further: potency means the concentration at half of the fitted maximal effect; on the % scale 0 is the no-effect control and ±100 the full control effect; nearly all actives have a fitted effect of over 60% in size
#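 Read-out is AlphaScreen signal from streptavidin donor and nickel chelate acceptor beads (10 ug/mL final each) bridging L3MBTL1 (50 nM) and biotinylated K9-monomethylated H3(1-15) peptide (75 nM), after 30 min compound exposure at room temperature.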
# IMPase Li inh: cell-permeable IMPase inhibitors with lithium potentiation; 210,000 tested, 0.35% active; Potency, µM (titrated, usually from 59.4 µM), for the others: at the top dose activity, negative = IMPase inhibition, usual class: inhibitors; CHO-M1 cells, IP1 TR-FRET (IP-One), carbachol + lithium; AID 1457;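 further: IP1 builds up when IMPase is blocked and the TR-FRET signal falls; potency means the concentration at half of the fitted maximal effect; plate controls were basal vehicle for no effect and high inhibitor control for full effect; nearly all actives have a fitted effect of over 50% in size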
#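 Test compounds were applied to CHO-M1 cells previously cultured for 16–30 h at 2000 per well. A small lithium amount accompanied them; after 30 min at 37C, IP1 was quantified by TR-FRET.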
# CBFb-RUNX1 inh: CBF-beta/RUNX1 interaction disruption; Q01196+Q13951; AlphaScreen CBFb-His/RUNX1-biotin binding, biochemical; Potency, µM (titrated, usually from 59.8 µM), inactives show at the highest dose activity, negative = inhibition, usual class: inhibitors; 230,000 tested, under 10 active; further: % of control where 0% means no effect
#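 CBFb-His/RUNX1-biotin, 30 nM each, preincubated 20 min RT; compound 15 min RT; Ni + streptavidin beads 50 ng each, 90 min RT; AlphaScreen read.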
# HTT aggregate: inhibitors of mutant huntingtin aggregate formation in PC12 cells. Potency, µM (top dose mostly 46.1 µM), without a hit: top-dose activity change, negative = inhibition, most hits filed as inhibitors. 220,000 tested, 1.1% active. PC12 HttQ103-GFP aggregates, Acumen cytometry, 40 h; further: potency means the concentration at half of the fitted maximal effect; on the % scale 0 is the no-effect control and ±100 the full control effect; nearly all actives have a fitted effect of over 60% in size
#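 Using laser scanning cytometry, GFP-positive aggregates were counted after lysis of PC12 cells induced with 100 nM tebufenozide to express HTT exon 1 Q103–GFP. Compounds were tested in titration.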
# NPSR antag: antagonists of human neuropeptide S receptor cAMP signaling; Q6W5P4; CHO-NPSR cells, cAMP TR-FRET, antagonist mode; Potency, µM (highest dose often 38.3 µM), for inactives: top-dose activity change, negative = inhibition, actives largely listed as inhibitors; 220,000 tested, 1% active; AID 1461; further: potency means the concentration at half of the fitted maximal effect; on the % scale 0 is the no-effect control and ±100 the full control effect; nearly all actives have a fitted effect of over 50% in size; many of its hits are not listed in these tables
# Target sequence (Q6W5P4 whole entry, looked up): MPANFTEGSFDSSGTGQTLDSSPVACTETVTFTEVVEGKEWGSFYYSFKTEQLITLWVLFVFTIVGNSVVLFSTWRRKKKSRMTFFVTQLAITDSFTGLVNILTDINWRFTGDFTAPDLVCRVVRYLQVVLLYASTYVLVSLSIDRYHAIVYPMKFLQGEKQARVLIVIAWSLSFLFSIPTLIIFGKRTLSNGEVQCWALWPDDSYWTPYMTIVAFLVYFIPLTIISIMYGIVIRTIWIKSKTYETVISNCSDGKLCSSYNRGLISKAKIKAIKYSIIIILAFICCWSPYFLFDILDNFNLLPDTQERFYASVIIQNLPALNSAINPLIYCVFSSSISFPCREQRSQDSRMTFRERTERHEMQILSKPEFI
# Numbers without * were called inactive; ? = inconclusive; / = not tested or not shown; [ ] = another dose, or the depositor's remark. The call rests on the fitted dose curve; in most records, active means well fitted curve in the direction sought with a large enough effect; inconclusive means small, poorly fitted or top-dose-only effect, or another doubt; inactive means no such curve, though single readings can be large; an effect the other way counts as inactive or inconclusive. Not all compounds are listed; rates above refer to the full screens.
entry | mol | Epigenetic derep | KinaseGlo FLuc | L3MBTL1 inh | IMPase Li inh | CBFb-RUNX1 inh | HTT aggregate | NPSR antag
1 | Cc1cc(C)cc(OCCNC(=O)C(C)N2C(=O)c3ccccc3C2=O)c1 (stereo unspecified) | 11% | 2% | / | -2% | 0% | 5% | 24%
2 | O=C(CN1C(=O)NC2(CCCCC2)C1=O)NCCC1=CCCCC1 | 2.4% | 1% | 1% | -4%[38.3 µM] | 5% | -11% | 3%[46.1 µM]
3 | COc1ccc(NC(=O)COc2ccccc2C#N)c(S(=O)(=O)N2CCCCC2)c1 | 0.9% | -3% | -1% | -2%[38.3 µM] | 3% | -7% | -7%[46.1 µM]
4 | COc1ccc(-n2c(C)cc(C(=O)CN3C(=O)C(=O)N(Cc4ccccc4)C3=O)c2C)cc1 | -5.6% | 1% | -3% | 9% | -25% | -32% | -18%
5 | Cc1cccc(Nc2nnc(SC3CCOC3=O)s2)c1C (stereo unspecified) | -0.1% | -1% | -34% | 8% | 17% | -11% | 4%
6 | O=C(C=C1CCN(c2ncc(C(F)(F)F)cc2Cl)CC1)NNC(=O)Nc1ccccc1 | 0.0% | 2% | 2% | -16%[38.3 µM] | 2% | 0% | 4%[46.1 µM]
7 | CCN1CCN(Cc2cccc(Oc3ccc(Cl)cc3)c2)CC1 | -4.3% | -6% | / | 57%[activator][38.3 µM] | 0% | -2% | 12%[46.1 µM]
8 | Cn1c(CCc2ccc(N)cc2)nc2ccccc21 | -6.1% | -16% | 6% | -1% | -2% | -1%[9.22 µM] | 8%
9 | CN(C)C(=O)N1CCC(C(=O)NCc2ccc(F)cc2Cl)CC1 | -1.0% | 0% | 29%[11.4 µM] | 18%[38.3 µM] | 3% | 13% | -9%[46.1 µM]
10 | O=C(NCC1CCCO1)c1cccc(Oc2ccc([N+](=O)[O-])cc2Cl)c1 (stereo unspecified) | -6.3% | 2% | 30%[activator] | 20% | 6% | 27% | -5%
11 | COc1ccc2[nH]c3c(=O)n(Cc4ccc(C(=O)N5CCC(C(N)=O)CC5)cc4)c(=S)[nH]c3c2c1 | 1.4% | -6% | 9% | -13% | -10% | -2% | -10%
12 | CCS(=O)(=O)c1ccc(-c2csc(-c3ccc(Cl)cc3)n2)c(Cl)c1Cl | 0.1% | 0% | -6% | 13% | -1% | -19% | -18%[46.1 µM]

# Additional compounds follow:
entry | mol | Epigenetic derep | KinaseGlo FLuc | L3MBTL1 inh | IMPase Li inh | CBFb-RUNX1 inh | HTT aggregate | NPSR antag
13 | CCN(CC)S(=O)(=O)c1ccc(NC(=O)CN(c2cccc(C)c2)S(C)(=O)=O)cc1 | -4.9% | 0% | -2% | 0% | 4% | -4% | -11%[46.1 µM]
14 | Cc1ccc(S(=O)(=O)Nc2cc(C(=O)NCCN(C)C)ccc2N2CCCCC2)cc1 | -0.9% | 1% | -11% | -1% | -9% | -9% | -9%[46.1 µM]
15 | O=C(Cc1ccccc1)NCCc1cccc(Cl)c1 | 1.0% | 3% | 2% | -1%[38.3 µM] | 1% | -1% | 3%[46.1 µM]
16 | CCOc1ccc(C(CCc2ccccc2)NC(=O)c2ccc(OC)c(OC)c2)cc1OCC (stereo unspecified) | 2.1% | 1% | / | 28%[38.3 µM] | 3% | -13% | ?
17 | Nc1cc(=O)[nH]c(SCC(=O)Nc2ccccc2Sc2ccccc2)n1 | -4.2% | 2% | -1% | 5% | ? | 5% | -38%
18 | CCc1ccc2c(COC(=O)CNS(=O)(=O)c3ccc(NC(C)=O)cc3)cc(=O)oc2c1 | 0.0% | 0% | -15% | -1% | -3% | 16% | 14%
19 | CC(C)c1nc(SCC(=O)Nc2ccc3c(c2)OCO3)n[nH]1 | 6.2% | -1% | / | 26%[38.3 µM] | 3% | 13% | -16%[46.1 µM]
20 | CCOc1ccc(-c2nc(-c3cccnc3)no2)cc1OCC | 2.0% | -4% | / | 30%[38.3 µM] | 1% | 8% | -14%[46.1 µM]
21 | O=S(=O)(c1ccccc1)N(C1=NCCS1)S(=O)(=O)c1ccccc1 | -1.0% | 1% | / | 7%[38.3 µM] | 6% | -10% | -16%[46.1 µM]
22 | NS(=O)(=O)c1cccc(NC(=O)COc2ncnc3c2cnn3-c2ccccc2)c1 | -0.1% | -2% | -10%[2.29 µM] | 3% | 5% | 1% | 19%
23 | CC(C)(C)C(=O)N1CCC(O)(CS(=O)(=O)Cc2ccc(Cl)cc2)CC1 | 0.0% | 1% | 0% | -1%[38.3 µM] | 1% | 4% | -9%[46.1 µM]
24 | CNC(=S)N/N=C/c1c(C(=O)OC)cnn1-c1ccc(F)cc1F | 0.1% | / | -2% | / | 1% | 16%[9.22 µM] | 3%

# Other entries follow:
# Values run as follows: Epigenetic derep, KinaseGlo FLuc, L3MBTL1 inh, IMPase Li inh, CBFb-RUNX1 inh, HTT aggregate, NPSR antag
25	COc1ccc(OC)c(S(=O)(=O)NCCC(C)C)c1
  -0.1%, 2%, /, 5%, 4%, -15%, -5%
26	Cc1c(Br)c([N+](=O)[O-])nn1CC(=O)Nc1ccc(CC#N)cc1
  -0.5%, 1%, 4%, 6%, -2%, 13%, -6%
27	O=C(Nc1ccc2c(c1)OCO2)Oc1ccccc1
  0.0%, -11%, /, 26%[38.3 µM], -3%, 15%, -7%[46.1 µM]
28	CC(=C\C(=O)O)/C(=C\c1cccc2ccccc12)C(=O)O
  1.3%, /, 14%, /, 1%, 0%[9.22 µM], 50%
29	COc1ccc(OC)c(NC(=O)C2C3C=CC(C3)C2C(=O)NCc2ccccn2)c1 (stereo unspecified)
  -3.9%, 1%, 4%, 16%[38.3 µM], 0%, 20%, -3%[46.1 µM]
30	Cc1ccc(NC(=O)c2ccc3c(c2)C(=O)N(CC2CCCO2)C3=O)cc1C (stereo unspecified)
  0.0%, 0%, -3%, 22%, 5%, 4%[9.22 µM], 14%
31	CC(C)NC(=O)/C(C#N)=C\c1ccc(N(C)C)c(Br)c1
  -1.3%, -3%, ?, 4%, -1%, 4%[9.22 µM], -13%
32	CC1CC(C)CN(c2ncnc3c2cnn3Cc2ccc(Cl)cc2)C1 (stereo unspecified)
  0.0%, -1%, -8%[11.4 µM], 44%[activator][38.3 µM], 0%, -22%, ?
33	CCCNC(=O)COC(=O)/C=C/c1ccc2c(c1)OCO2
  1.3%, -5%, -3%, -8%, 1%, -12%, 7%
34	COCCNC(=O)C(c1ccco1)N(C(=O)Cn1nnc2ccccc21)c1ccccc1C (stereo unspecified)
  0.0%, 0%, 9%[11.4 µM], 42%[38.3 µM], 3%, -11%, -6%[46.1 µM]

# Next part:
# Values run as follows: Epigenetic derep, KinaseGlo FLuc, L3MBTL1 inh, IMPase Li inh, CBFb-RUNX1 inh, HTT aggregate, NPSR antag
35	CC(C)NC(=S)N1CCN(S(=O)(=O)c2cccc(C(F)(F)F)c2)CC1
  -3.0%, 2%, 7%, 0%, 4%, -8%, 13%
36	CCC1(C)Cc2c(sc3c2c(=O)n(C)c2nnc(SCCc4ccccc4)n32)CO1 (stereo unspecified)
  0.0%, -1%, 1%, 5%[38.3 µM], 2%, 8%, ?
37	CC(C)NCC1CCc2cc(CO)c([N+](=O)[O-])cc2N1 (stereo unspecified)
  0.5%, /, 3%, /, -2%, -12%[9.22 µM], 25%
38	Cc1ccccc1N(C(=O)CCC(=O)Nc1ccccn1)C(C(=O)NC(C)C)c1ccc(O)cc1 (stereo unspecified)
  0.8%, -3%, -6%, 1%[38.3 µM], -5%, 0%, 2%[46.1 µM]
39	COc1cccc(-n2c(SCC(=O)N3CCc4ccccc43)nnc2-c2c[nH]c3ccccc23)c1
  0.0%, -1%, 6%, 0%, 6%[2.36 µM], -20%, 1%
40	CCc1ccc(NC(=O)CO/N=C(\C)c2cc3ccccc3o2)cc1
  -1.1%, -1%, 13%, 11%, 14%, 5%, -8%
41	CCOC(=O)N1CCN(c2c(N3CCN(c4cc(C)ccc4C)CC3)c(=O)c2=O)CC1
  5.0%, -1%, /, -5%[38.3 µM], 0%, -4%, -3%[46.1 µM]
42	Cc1cccc(NC(=S)N/N=C/c2ccc(Cl)c([N+](=O)[O-])c2)c1
  0.0%, 1%, -5%, 3%[38.3 µM], 2%, -4%, -28%[46.1 µM]
43	Cc1nn(C)cc1C1C2=C(CC(C)(C)CC2=O)OC2=C1C(=O)CC(C)(C)C2
  0.0%, -2%, -6%, 16%, 9%, 11%, -5%[46.1 µM]
44	O=C1NN(c2ccc(Cl)cc2)C(=O)/C1=C\c1ccc(-c2cccc(C(=O)O)c2)o1
  11%, 1%, /, -21%, -29%, 11%, -6%
